Screening results from PubChem BioAssay.
p53ts 32C kill – kills p53ts cells at the permissive temperature | H1299-p53A138V at 32C, ATP luminescence viability, 24 h | Potency, µM (series often up to 46.1 µM), for the others: at the highest dose activity change, negative = cytotoxicity, most hits filed as cytotoxic | 0.93% of 130,000 active;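 also: 0% = DMSO and -100% = full killing by reference compound; nearly all actives have a fitted effect of over 55% in size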
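Cells: H1299 p53ts (A138V), 600/well, pre-incubated 16–30 h at 37C. Cpd up to 46 uM, 24 h, 32C. Readout: ATPlite luminescence, 20 min RT. Normalization: DMSO vs tamoxifen 100 uM. AC50 by Hill equation.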
p53ts 39C tox – kills p53ts cells at the nonpermissive temperature | H1299-p53A138V viability at 39C, ATP luminescence, 24 h | Potency, µM (doses to about 46.1 µM), without a hit: top-dose activity change, negative = cell killing, usual class: cytotoxic | 1.5% of 130,000 active; also: nearly all actives have a fitted effect of over 55% in size
IkB signaling – inhibitors of IkB signaling in ABC-DLBCL cells; ABC-DLBCL IkBa-CBG/CBR dual luciferase ratio, 4 h; response scale: scaled: untreated 0%, proteasome inhibitor 100%; 0.04% of 110,000 active; Potency, µM (titrated, usually from 57.1 µM), for inactives: at the top dose IkBa stabilization activation; AID 445; active = well fitted curve in the direction sought with a large enough effect in the signal ratio, not every such curve was filed as active; inconclusive = small, poorly fitted or top-dose-only effect, or a change in a side signal; the % refers to the signal ratio;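 also: the direction sought is a rising ratio; 0% = basal untreated cells and 100% = reference inhibitor full response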
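In this assay, an IκBα–CBG68 fusion accumulates when IKK-driven degradation is blocked; native CBR normalizes for cell number. OCI-Ly3 cells were treated 4 h with compound and doxycycline, then green and red light read after Chroma-Glo addition.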
Imprint erasure – induces erasure of genomic imprints in mouse ES cells; 0.02% of 110,000 active; Potency, µM (highest dose often 60.7 µM), inactives show top-dose activity change, positive = activation, most hits filed as activators; mouse ES Peg3-LacZ reporter, beta-gal luminescence, 40 h;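 also: 0% = negative control wells on the plate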
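Each well holds 300 Peg3LacZ-Neo (maternal) female ES cells incubated 40 h at 37C, 5% CO2. LacZ is measured by BetaGlo luminescence, with AC50 and maximum efficacy derived from dose-response curves.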
An asterisk follows results filed as active; ? = inconclusive; nt = no result given; [ ] = another dose, or the depositor's remark. Unless noted, calls follow the shape of the dose curve; as a rule, active = well fitted curve in the direction sought with a large enough effect; inconclusive = small, poorly fitted or top-dose-only effect, or another doubt; inactive = no such curve, though single readings can be large; an effect the other way counts as inactive or inconclusive. Unless noted, % is scaled to controls: 0 for no effect and ±100 for the full control effect; potency is read from the fitted curve at half-maximal effect.

Structure | Imprint erasure | p53ts 39C tox | IkB signaling | p53ts 32C kill
Cc1noc(C)c1-c1cc(N2CCNCC2)ncn1 | -30%[inhibitor] | 0% | 0.7%[11.4 µM] | 5%
CCOC(=O)c1ccccc1NC(=O)CSc1nc(N)cc(N)n1 | nt | 7% | nt | -6%
Cc1cccc(NC(=O)c2cc3ccccc3o2)c1 | -83%[inhibitor] | 10µM* | ? | 13µM*
COc1cccc(Cn2c(=O)n(Cc3ccco3)c(=O)c3oc4ccccc4c32)c1 | -13%[10.9 µM] | 0% | 2.2% | 14%
O=C(CSc1nc2c(c(=O)[nH]1)CCC2)Nc1cc(C(F)(F)F)ccc1Cl | -10%[10.9 µM] | -16% | ? | 6%
CC(C)(C)NS(=O)(=O)c1ccc(CCC(=O)O)cc1 | -4% | 8% | -2.1% | 2%
Cc1ccc(NC(=O)CSc2nc3ccc(NC(=O)COc4ccc(C)cc4)cc3s2)cc1 | -8%[10.9 µM] | 6% | -2.3% | -16%
COCCn1c(SCC(=O)NCc2ccco2)nc2cccnc21 | -7% | -1% | 2.0% | 0%

3 structures already listed, arranged by molecular weight, smallest number first.
Structure | Imprint erasure | p53ts 39C tox | IkB signaling | p53ts 32C kill
CCOC(=O)c1ccccc1NC(=O)CSc1nc(N)cc(N)n1 | nt | 7% | nt | -6%
COc1cccc(Cn2c(=O)n(Cc3ccco3)c(=O)c3oc4ccccc4c32)c1 | -13%[10.9 µM] | 0% | 2.2% | 14%
Cc1ccc(NC(=O)CSc2nc3ccc(NC(=O)COc4ccc(C)cc4)cc3s2)cc1 | -8%[10.9 µM] | 6% | -2.3% | -16%

(list continues)
Structure | Imprint erasure | p53ts 39C tox | IkB signaling | p53ts 32C kill
COc1cc(Cl)c(C)cc1NC(=O)c1sc2nc3n(c(=O)c2c1C)CCCCC3 | 23%[10.9 µM] | -12% | ? | 5%
CN(C)c1nc(N2CCOCC2)nc(N(c2ccccc2)c2ccccc2)n1 | ? | -13% | -0.3% | 7%
CCc1ccc(-n2c(SCc3ccccc3F)nc3[nH]ncc3c2=O)cc1 | 1%[10.9 µM] | ? | ? | ?
COc1cc(NC(=O)c2c(C)oc3ncnc(N4CCCCC4)c23)cc(OC)c1 | -7%[10.9 µM] | -6% | 1.2% | 5%
Cc1oc(C(=O)O)cc1CSCc1cc(C(=O)O)c(C)o1 | -43%[inhibitor] | 0% | -4.6% | -2%
COc1ccc(NC(=O)c2cnc(Nc3ccc(C)c(Cl)c3)c3ccccc23)c(OC)c1 | -12%[10.9 µM] | -19% | 2.0% | 3%
CC(C)(C)C1CCc2c(sc3c2C(=O)NC(c2ccco2)N3)C1 (stereo unspecified) | -18% | 12% | ? | -8%
COc1ccc(NC(=O)c2oc3c(c2C)-c2nn(Cc4c(F)cccc4Cl)cc2CC3)c(OC)c1 | -8%[10.9 µM] | -2% | 0.4% | 4%
O=C(O)c1ccccc1C(=O)Nc1ccc(Br)c2cccnc12 | -14%[10.9 µM] | ? | 2.9% | -22%
Cc1cc(Br)cc(C)c1OCC(=O)Nc1ccc(S(=O)(=O)Nc2ncccn2)cc1 | 8%[10.9 µM] | -11% | 1.9% | -9%
Cc1noc(C)c1CSCC(=O)OCC(=O)NC1CCCCC1 | 13% | -7% | 0.2% | -7%
Cc1cccc(NC(=O)NC2COc3ccccc3C2)c1C (stereo unspecified) | 7%[10.9 µM] | -11% | -1.7% | 1%
CCOC(=O)Cn1nnnc1C(C(C)C)N(Cc1cc2c(C)cc(C)cc2[nH]c1=O)C1CCCC1 (stereo unspecified) | -12% | 18% | ? | 22%
C=CCn1cc(C(=O)OC)c(=O)c2cc(S(=O)(=O)N3CCC(C)CC3)ccc21 | -2% | -5% | -0.7% | 4%
Cc1cccc(C(=O)N2CCC(N3CCN(Cc4ccc(F)cc4)C(=O)C3=O)CC2)c1 | -4%[10.9 µM] | -20% | -2.3% | -5%
Oc1ccc(C=Nc2ccc(N3CCOCC3)cc2)c(O)c1 | -19% | -14% | 8.1% | -1%
Cc1ccc(Cl)cc1N1CCN(CCNC(=O)Nc2ccccc2Cl)CC1 | -15%[10.9 µM] | ? | 0.3% | -5%
CC(=O)Nc1ccc(NC(=O)C2(c3cccs3)CCOCC2)cc1 | -2%[10.9 µM] | 0% | -2.0% | 23%
COc1ccc(CN2CCNC(=O)C2CC(=O)O)cc1OC (stereo unspecified) | 14% | 2% | 1.9% | 1%
NC1=NC(c2cccc(Cl)c2)n2c(nc3ccccc32)N1 (stereo unspecified) | 23%[10.9 µM] | 5% | 2.4% | 0%
Cc1nn(C)c(C)c1S(=O)(=O)N(CC(=O)N1CCN(c2ccccc2)CC1)c1ccc(C(C)C)cc1 | 5%[10.9 µM] | -7% | -0.8% | 2%
COc1ccc(Cl)cc1NC(=O)CN(C)S(=O)(=O)c1ccc(Br)s1 | 17%[10.9 µM] | -19% | ? | -2%
O=c1c2ccccc2nc2n1CCCS2 | nt | 5% | nt | 9%
CC(NC(=O)c1ccco1)C(c1cccs1)N1CCN(c2ccccc2F)CC1 (stereo unspecified) | -19% | -12% | ? | -3%
CN(C)c1[nH]c(=O)c(C#N)c2c1CCN2Cc1ccccc1 | -5% | -12% | 0.8% | 2%
CN(c1cccc(NC(=O)Cc2ccccc2)c1)S(C)(=O)=O | -11% | -1% | 0.1% | -8%
C#CCOc1ccc(C2C(C(=O)OC)=C(C)NC3=C2C(=O)c2ccccc23)cc1OCC (stereo unspecified) | -5%[10.9 µM] | 38%[activator] | ? | 16%
CCOc1ccc(NC(=O)CN2C(=O)C3(SCC(=O)N3c3ccc(F)cc3)c3ccccc32)cc1 (stereo unspecified) | 16%[10.9 µM] | 12% | ? | -9%
Cc1ccc(CNC(=O)CCCN2C(=O)CCn3nc(-c4cn(C)c5ccccc45)cc32)cc1 | -7%[10.9 µM] | -5% | 0.3% | -1%
Cc1nnc(SCC(=O)N2CCN(S(=O)(=O)c3ccc(Cl)cc3)CC2)[nH]c1=O | -4% | 11% | 1.3% | -1%
CC1Cc2ccccc2N1C(=O)c1ccc2c(c1)nnn2C (stereo unspecified) | -4% | 9% | 0.7% | 7%
Cc1cc(C)nc(SCc2nnc(SCC(=O)Nc3cc(C(F)(F)F)ccc3Cl)o2)n1 | -1% | -12% | -0.2% | 4%
CCOC(=O)c1cc(-c2ccccc2)n(CCC(=O)NCCc2ccc(OC)c(OC)c2)c1C | -16%[10.9 µM] | -6% | -2.3% | 2%
Cc1cc(F)ccc1NS(=O)(=O)c1c(C)nc2scc(C)n2c1=O | -7%[10.9 µM] | 15% | 1.1% | -4%
CCOc1ccccc1NC(=O)c1ccccc1-c1nc(-c2ccccc2)no1 | -21% | -11% | 1.2% | 4%
Cc1cc(C(=O)NCc2ccccc2F)cs1 | -13% | 5% | 2.2% | -9%
COC(=O)Cc1c(C)c2ccc3c(c2oc1=O)CN(Cc1ccccc1Cl)CO3 | -6%[10.9 µM] | 2% | -0.5% | -6%
COc1ccc(CNC(=O)CSc2ncn[nH]2)cc1 | -6% | -1% | 0.4% | 3%
CCOC(=O)C1CCCN(C(=O)C2CCN(c3nnc(C)c4c(C)n(-c5ccccc5)nc34)CC2)C1 (stereo unspecified) | -10%[10.9 µM] | 0% | ? | 10%
COc1ccc(-c2cc(C)no2)cc1S(=O)(=O)N1CCc2ccccc21 | -3%[10.9 µM] | 14% | -2.4% | 1%
O=C(NCC(=O)N(Cc1cccs1)C(C(=O)NC1CCCC1)c1ccncc1)c1ccco1 (stereo unspecified) | -3% | -2% | 3.0% | 6%
COc1ccc(-c2cc(C(=O)NCc3ccccc3)no2)cc1OC | -5% | -5% | ? | -5%
CCOc1ccc(-c2nc(C#N)c(N3CCN(C)CC3)o2)cc1 | -18% | -1% | -6.1% | 3%
CCOC(=O)c1ccc(-n2c(C)nc3c(cnn3-c3ccccc3C)c2=O)cc1 | 6% | 7% | 4.6% | 6%
Cc1ccc2oc(-c3ccc(NC(=O)c4oc5ccc(Cl)cc5c4C)cc3)nc2c1 | -9%[10.9 µM] | 1% | 0.7% | 7%
CCCCCS(=O)(=O)CCCCCCCCCCn1c(-c2ccc(O)cc2)c(C)c2cc(O)ccc21 | -25% | -19% | nt | ?
O=C(Nc1ccc(F)cc1)c1oc2ccccc2c1NC(=O)C1CCCCC1 | -10%[10.9 µM] | -5% | ? | -3%
O=C(c1cccc(COc2ccc(Cl)cc2Cl)c1)N1CCN(c2ccccn2)CC1 | -17% | 6% | ? | 24%
CCCCCOc1ccc(C(=O)N(Cc2ccco2)C2CCS(=O)(=O)C2)cc1 (stereo unspecified) | -6% | -2% | 5.2% | 0%
Nc1cc(C(=O)O)ccc1Nc1ccc(F)c(F)c1 | -43%[inhibitor] | -10% | -2.1% | -4%
COc1ccc(Cl)c(NC(=O)Cn2nnc(-c3ccccc3N)n2)c1 | -3% | -21% | ? | -5%
O=C(O)Cc1cc(Cl)ccc1O | 0%[10.9 µM] | -9%[9.22 µM] | -0.6%[11.4 µM] | -5%[9.22 µM]
CCN1CCN(C(=O)c2cn(CCOC)c(=O)c3c2c2ccccc2n3C)CC1 | -15% | -10% | -2.0% | -20%
COc1cc(OC)c(NC(=O)c2ccco2)cc1Cl | 2% | -11% | -1.1% | -5%
Cc1ccc(-c2nc(-c3cccnc3)no2)c(C)c1 | -26% | ? | 0.0% | ?
CCOC(=O)C1CCN(S(=O)(=O)c2ccc(-c3nc4ccccc4s3)s2)CC1 | -49%[inhibitor] | -5% | 0.5% | -12%

Additional structures.
Structure | Imprint erasure | p53ts 39C tox | IkB signaling | p53ts 32C kill
COc1ccc(C2CC(c3ccccc3)Nc3ncnn32)cc1 (stereo unspecified) | -6% | -5% | 1.0% | 1%
Cc1ccc(-n2nc(-c3cccnc3)cc2C(=O)N2CCOCC2)c(C)c1 | -13% | 12% | 0.4% | 7%
Cc1ccc(NC(=O)c2sc3nc(-c4ccc(F)cc4)ccc3c2N)cc1F | -8%[10.9 µM] | -4% | 7.0% | -3%
O=C(c1ccc(Cl)c(Cl)c1)N1CCOCC1 | -2% | -3% | -0.5% | -4%
Cc1ccc(C)c(Cn2c(=O)n(CCC(=O)NCc3ccco3)c(=O)c3ccccc32)c1 | -1% | 1% | 0.2% | 8%
O=C(CS(=O)(=O)c1cccc2nsnc12)N1CCN(c2ccc(F)cc2)CC1 | -9%[10.9 µM] | -16% | 1.8% | -6%
COc1ccc(N2CC(c3nc(-c4cc(OC)c(OC)c(OC)c4)no3)CC2=O)cc1Cl (stereo unspecified) | -18%[10.9 µM] | -18% | ? | -2%
Cc1ccc(Cl)cc1N1CCN(c2ncnc3onc(-c4ccc(F)cc4)c23)CC1 | -10%[10.9 µM] | 11% | ? | 9%
Cc1csc(SCCn2c(N3CCCC3)nc3c2c(=O)[nH]c(=O)n3C)n1 | 6% | 1% | -2.5% | -7%
Cc1nc2nc(-c3ccccc3)nn2c(C)c1Cl | 14% | 6% | -2.1% | -4%
CC(C)(C)n1nc(C2CC2)cc1NC(=O)Nc1ccc(Cl)cc1 | -6%[10.9 µM] | -9%[9.22 µM] | -0.8%[11.4 µM] | 3%[9.22 µM]
Cc1cc(S(=O)(=O)NCC(C)C)ccc1OCC(=O)N1CCOCC1 | -14% | 9% | -0.7% | -9%
CCOC(=O)CSC1=Nc2ccccc2C2=NC(CC(=O)NCc3ccccc3)C(=O)N12 (stereo unspecified) | -7% | -3% | -1.2% | -1%
Cc1ccc(OCC(=O)N(Cc2ccco2)c2ccccn2)cc1 | 5%[10.9 µM] | -3% | -1.1% | -12%
C[C@@H]1O[C@H](O[C@@H]2[C@@H](Oc3cc(O)c4c(c3)O[C@H](c3ccc(O)cc3)CC4=O)O[C@@H](CO)[C@@H](O)[C@H]2O)[C@@H](O)[C@H](O)[C@@H]1O | -8%[16.8 µM] | 14%[20.6 µM] | -1.0%[25.6 µM] | 4%[20.6 µM]
CCc1cc2c(=O)c(-c3ccc4c(c3)OCCO4)coc2cc1OC(=O)c1ccco1 | -37%[inhibitor] | 7.9µM* | -1.7% | 5µM*
COc1ccc(-c2nc(CS(=O)CC(=O)N3CCCC3)c(C)o2)cc1 (stereo unspecified) | -8% | -4% | 0.0% | -7%
O=C(NCc1ccccc1)c1ccc(OC2CSC2)cc1 | -20% | -2% | 0.9% | -1%
